CHO parental Ca – counter-screen for OX1R antagonists: effect in parental CHO cells | parental CHO-K1, ATP-induced calcium, Fluo-8 fluorescence | inhibition, % at 5.6 µM | 330,000 tested, 0.63% active;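 active = inhibition above that plate's mean sample inhibition plus 3 SD, cut at about 26% in these data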;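 also: 0% = ATP-challenged DMSO wells and 100% = DMSO wells without ATP; some compounds past the cut are filed as inactive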
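test system = CHO parental line | reagent = ATP stimulus | measured by = intracellular calcium via Fluo-8 no-wash fluorescent dye | control set = ATP and no-ATP DMSO wells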
CHO-K1 Ca PAM – nonselective activator or artifact in parental CHO-K1 calcium assay. ATP EC20, Fluo-8 calcium fluorescence; 0% at ATP EC20, 100% at ATP max. activation, % at 3 µM. 360,000 tested, 0.02% active;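 active = activation above the run cutoff, the mean activation of all test compounds plus 3 SD, cut at about 40% in these data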;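 also: peak over basal fluorescence ratio in a 140 s read after ATP addition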
CHO-K1 Ca ag – M1 agonist counterscreen hit in parental CHO-K1 cells | Fluo-8 calcium fluorescence; scaled to maximal ATP response, vehicle zero | activation, % at 3 µM | 360,000 tested, 0.48% active; in the data active = activation above about 15%;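 also: untransfected CHO-K1 host cells lacking M1 receptor as counterscreen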
OXTR agonist – activates the human oxytocin receptor | P30559 | CHO-OTR cells, Fluo-8 calcium fluorescence; normalized: DMSO 0%, oxytocin 100% | activation, % at 3 µM | 320,000 tested, 0.32% active | AID 2435;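 active = activation above the mean of all tested compounds plus 3 SD, cutoff set per screening run, cut at about 20% in these data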;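 also: peak over basal fluorescence ratio from a 100 s FLIPR kinetic read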
Target sequence (P30559 whole entry, looked up): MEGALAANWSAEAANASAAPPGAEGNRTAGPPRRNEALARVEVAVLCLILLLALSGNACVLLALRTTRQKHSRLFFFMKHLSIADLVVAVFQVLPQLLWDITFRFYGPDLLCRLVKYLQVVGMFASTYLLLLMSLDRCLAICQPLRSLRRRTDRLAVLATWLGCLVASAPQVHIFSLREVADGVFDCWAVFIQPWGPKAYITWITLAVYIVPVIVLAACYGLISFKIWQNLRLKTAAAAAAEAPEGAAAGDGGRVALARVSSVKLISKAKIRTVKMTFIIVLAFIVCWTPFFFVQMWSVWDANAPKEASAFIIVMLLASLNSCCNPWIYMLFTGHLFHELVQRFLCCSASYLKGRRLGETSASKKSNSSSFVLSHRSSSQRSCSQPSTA
OXTR potentiator – potentiates the human oxytocin receptor response. P30559. CHO-OTR cells, Fluo-8 calcium fluorescence, potentiator mode; 0% = oxytocin EC15, 100% = EC100. activation, % at 3 µM. 320,000 tested, 0.061% active. AID 2445;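 active = activation above that plate's cutoff, the mean activation of tested compounds plus 3 SD, cut at about 6.6% in these data, passing the limit was not always enough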;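 also: 100% uses oxytocin at 75 nM as the full agonist control; some results filed as inactive read as strong as hits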
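System: human OTR in CHO cells; Also added: sub-maximal oxytocin, roughly EC15; Timing: compound 6 min at room temperature before oxytocin, 100 s read; Technique: Fluo-8 intracellular calcium fluorescence, ex 470-495, em 515-575 nm; Controls: oxytocin EC15 low and EC100 high; Replication: singlicate.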
V1aR counter – activates human V1a receptor in oxytocin agonist counter-screen; AID 2797; activation, % at 3 µM; P37288; CHO-V1R cells, Fluo-8 calcium fluorescence, agonist mode; 0% DMSO, 100% 3 nM vasopressin; 320,000 tested, 0.25% active;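 active = activation above the mean activation of all tested compounds plus 3 SD, per screening run, cut at about 20% in these data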;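 also: signal is peak over basal fluorescence ratio across a 100 second FLIPR read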
CHO-K1 Ca antag – nonselective inhibitor or artifact in parental CHO-K1 cells | 360,000 tested, 0.6% active | ATP-induced calcium, Fluo-8 fluorescence | inhibition, % at 3 µM;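 active = inhibition above a per-plate cutoff, the plate's mean sample inhibition plus 3 SD, cut at about 24% in these data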;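 also: 0% = DMSO plus EC80 ATP and 100% = DMSO alone without ATP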
TAAR1 antag – antagonists of human TAAR1 | Q96RJ0 | CHO RD-HGA16 TAAR1, Fluo-8 calcium fluorescence, antagonist | inhibition, % at 3 µM | 360,000 tested, 1.5% active | AID 624466;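 active = inhibition above a per-plate cutoff, the mean inhibition of test compounds on that plate plus 3 SD, cut at about 49% in these data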;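 also: 0% = DMSO plus EC80 beta-PEA response and 100% = DMSO alone without agonist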
Target sequence (Q96RJ0 whole entry, looked up): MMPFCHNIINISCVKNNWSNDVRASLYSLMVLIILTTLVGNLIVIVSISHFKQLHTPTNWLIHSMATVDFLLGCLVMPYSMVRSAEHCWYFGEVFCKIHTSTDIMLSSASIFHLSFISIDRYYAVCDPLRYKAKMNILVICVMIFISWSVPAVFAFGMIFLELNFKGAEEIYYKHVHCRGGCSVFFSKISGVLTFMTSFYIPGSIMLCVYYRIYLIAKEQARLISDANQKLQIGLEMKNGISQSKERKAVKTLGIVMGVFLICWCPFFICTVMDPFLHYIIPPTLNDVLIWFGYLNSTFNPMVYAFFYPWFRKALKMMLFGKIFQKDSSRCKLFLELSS
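System: CHO RD-HGA16 cells bearing hTAAR1. Reagent: EC80 β-phenethylamine stimulus. Schedule: seeding 17-24 h prior, 75-min 37 °C, 30-min RT dye loading. Signal: Fluo-8 intracellular calcium dye fluorescence, real-time kinetic reads. Read-out: % inhibition from peak post-agonist over basal fluorescence ratio. Benchmarks: vehicle wells and EC80 agonist wells. Replicates: n of 1.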
GPR7 antag – blocks human GPR7 receptor signaling; 290,000 tested, 1.1% active; GPR7-expressing cells, fluorescence antagonist assay; inhibition, % at 4.4 µM; in the data active = inhibition above about 16%, passing the limit was not always enough;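 also: cells stimulated with the agonist NPW; 0% = agonist with vehicle and 100% = vehicle without agonist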
Target sequence (P48145 whole entry, looked up): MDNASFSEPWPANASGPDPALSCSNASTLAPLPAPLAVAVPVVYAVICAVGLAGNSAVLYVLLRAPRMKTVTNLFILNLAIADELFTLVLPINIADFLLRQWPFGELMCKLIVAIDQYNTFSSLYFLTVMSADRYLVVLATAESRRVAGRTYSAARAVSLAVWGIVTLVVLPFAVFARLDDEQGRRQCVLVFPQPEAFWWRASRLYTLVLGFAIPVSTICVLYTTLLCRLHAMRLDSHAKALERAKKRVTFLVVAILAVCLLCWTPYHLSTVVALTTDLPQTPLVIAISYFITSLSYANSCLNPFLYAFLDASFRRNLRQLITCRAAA
* = called active by the depositor; . = no result given.

Below each compound: CHO parental Ca | CHO-K1 Ca PAM | CHO-K1 Ca ag | OXTR agonist | OXTR potentiator | V1aR counter | CHO-K1 Ca antag | TAAR1 antag | GPR7 antag
- CC12CCC(C(=O)N3CCC(Cc4ccccc4)CC3)(C(=O)C1=O)C2(C)C (stereo unspecified)
→ -4 | 13 | 2.6 | -2.3 | 0 | 0.2 | -8 | 11 | 6
- COc1cccc2sc(NNC(=O)COc3ccccc3)nc12
→ -12 | 22 | 4.4 | 1.1 | 0 | 0.6 | -14 | -23 | 0
- O=[N+]([O-])c1ccccc1OCC(O)CNC1CCCC1 (stereo unspecified)
→ -18 | 5 | 0.4 | 0.1 | -3 | -0.3 | -2 | -37 | -9
- CC(C)N(C(=O)COC(=O)c1ccccc1C(=O)N1CCN(c2ccc(F)cc2)CC1)C(C)C
→ -21 | 16 | 2.0 | 1.5 | -12 | -1.3 | -11 | 5 | -6
- COc1ccc(-c2cc(C(=O)Nc3nc4c(C)cccc4s3)c3ccccc3n2)cc1OC
→ -18 | 10 | 0.2 | -0.1 | -4 | -0.2 | -8 | 4 | -15
- CC1(C)Cc2ccccc2C(NNC(=O)c2ccccn2)=N1
→ -5 | 23 | 0.3 | 1.0 | -9 | 0.9 | -11 | -2 | 4
- CCN1C(=O)[C@H]2[C@@H](c3ccc(C)cc3)N[C@]3(CCCN(Cc4ccc(F)cc4)C3=O)[C@H]2C1=O
→ . | -12 | -0.6 | . | . | . | 25* | 8 | .
- N=C(N)n1ncc2c1CCCC2=O
→ . | 2 | 1.0 | . | . | . | -13 | -19 | .
- Cc1ccccc1N1CCN(CCCOc2ccc3c(C)cc(=O)oc3c2)CC1
→ -4 | -5 | 0.4 | 1.7 | -3 | 2.8 | 13 | -5 | -10
- O=C(NCCNCc1ccccc1)c1ccco1
→ . | -9 | -0.3 | . | . | . | -6 | -16 | .
- Oc1c(CN2CCOCC2)cc(CN2CCOCC2)c(O)c1CN1CCOCC1
→ . | 16 | 0.2 | . | . | . | -16 | 1 | .
- CCOC(=O)N1CCN(C(=O)CSCC(=O)Nc2nc(-c3ccc4c(c3)OCO4)cs2)CC1
→ -17 | 10 | 2.7 | 2.6 | -9 | 4.0 | 0 | . | 1
- COC(=O)c1ccc(CN2CCCCC2)cc1
→ -3 | 15 | 0.3 | 0.8 | -6 | 0.0 | -10 | -16 | -8
- COCCC(=O)Nc1c(-c2ccccc2)c2cc(Br)ccc2[nH]c1=O
→ -10 | 6 | -0.1 | 0.3 | 0 | 0.7 | 7 | -7 | 2
- Cc1cc(-c2ccc(C)c(S(=O)(=O)N3CC(=O)Nc4ccccc43)c2)on1
→ -13 | 14 | 5.3 | 4.6 | -8 | 4.9 | -10 | -18 | -9
- O=C(Nc1ccc2ccccc2c1)c1ccc(Br)o1
→ . | 11 | -0.1 | . | . | . | -5 | 7 | 3
- O=C(NCCCCc1ccccc1)c1cc([N+](=O)[O-])cc([N+](=O)[O-])c1
→ -13 | 11 | 2.2 | -0.8 | -4 | -1.6 | -9 | 1 | -9
- CCNc1nc(Oc2ccc(OC)cc2)cc(C(F)(F)F)n1
→ -14 | -14 | 0.0 | -2.2 | -13 | 3.0 | 10 | 7 | -10
- CSCC[C@H](NS(=O)(=O)c1ccc(C)cc1)C(=O)N1CCC(C(=O)N[C@H](C(=O)O)c2ccccc2)CC1
→ 7 | 0 | 0.4 | -0.9 | -1 | 0.2 | -5 | -14 | 0
- CC1=CC(=C(C#N)c2nc3ccccc3s2)C=C(C)N1c1ccc(F)cc1
→ -6 | 21 | 0.6 | -0.1 | -7 | -0.3 | -9 | -7 | -9
- CC(=O)NC(Cc1ccccc1C)C(=O)NC1CCN(c2ncccc2[N+](=O)[O-])CC1 (stereo unspecified)
→ -4 | . | . | 1.8 | -6 | 0.8 | . | 6 | 6
- CSc1ncccc1C(=O)OCC(=O)c1ccc(C)s1
→ -2 | 10 | 1.2 | -1.0 | -1 | -0.7 | -12 | -8 | .
- CCN(CC(=O)Nc1ccc2c(c1)OCCO2)C(=O)CSCC(=O)Nc1ccc(C)cc1
→ -26 | 3 | -0.6 | -2.1 | -4 | -1.7 | 16 | 0 | .
- O=C(OCn1cncn1)c1ccc(Cl)cc1Cl
→ -11 | 6 | -0.1 | 0.4 | -1 | 2.6 | -10 | -9 | -6
- CCn1c(CCNC(=O)c2ccc(F)cc2)nc2ccccc21
→ -16 | 21 | 0.8 | 0.9 | -4 | 0.5 | -10 | 4 | -2
- COc1ccc(OC)c(C2C(C(=O)c3cc4ccccc4o3)=C(O)C(=O)N2c2cc(C)on2)c1 (stereo unspecified)
→ -6 | 27 | 0.9 | -1.3 | -12 | 0.1 | -11 | 5 | -1
- Cn1cnnc1SCC(=O)NC1CCCc2ccccc21 (stereo unspecified)
→ -15 | 8 | 0.2 | 1.0 | -1 | 0.3 | -16 | 16 | 4
- Cc1cc(C)c(NC(=S)NC(=O)c2c(Cl)c(C)nn2C)c([N+](=O)[O-])c1
→ -18 | 12 | -0.1 | -2.2 | -6 | 0.1 | -9 | -2 | -6
- CC1CC(C)CN(S(=O)(=O)c2ccc3oc(=O)ccc3c2)C1 (stereo unspecified)
→ -18 | -21 | 0.2 | -1.2 | -4 | 0.2 | 7 | -19 | -19
- CC1C(=O)NC(=O)C1c1ccccc1 (stereo unspecified)
→ 2 | 10 | 1.3 | 0.5 | -5 | -0.1 | -9 | -13 | -10

In the list so far, these contain an aryl methoxy group.
Below each compound: CHO parental Ca | CHO-K1 Ca PAM | CHO-K1 Ca ag | OXTR agonist | OXTR potentiator | V1aR counter | CHO-K1 Ca antag | TAAR1 antag | GPR7 antag
- COc1cccc2sc(NNC(=O)COc3ccccc3)nc12
→ -12 | 22 | 4.4 | 1.1 | 0 | 0.6 | -14 | -23 | 0
- COc1ccc(-c2cc(C(=O)Nc3nc4c(C)cccc4s3)c3ccccc3n2)cc1OC
→ -18 | 10 | 0.2 | -0.1 | -4 | -0.2 | -8 | 4 | -15
- CCNc1nc(Oc2ccc(OC)cc2)cc(C(F)(F)F)n1
→ -14 | -14 | 0.0 | -2.2 | -13 | 3.0 | 10 | 7 | -10
- COc1ccc(OC)c(C2C(C(=O)c3cc4ccccc4o3)=C(O)C(=O)N2c2cc(C)on2)c1 (stereo unspecified)
→ -6 | 27 | 0.9 | -1.3 | -12 | 0.1 | -11 | 5 | -1

Carrying on.
Below each compound: CHO parental Ca | CHO-K1 Ca PAM | CHO-K1 Ca ag | OXTR agonist | OXTR potentiator | V1aR counter | CHO-K1 Ca antag | TAAR1 antag | GPR7 antag
- NC(=O)c1ccsc1NC(=O)c1ccc(S(=O)(=O)N2CCCc3ccccc32)cc1
→ 12 | 23 | 3.1 | 1.9 | -9 | 2.0 | -1 | 38 | -1
- COc1ccccc1/C=C/C(=O)OCC(=O)NC(=O)NC1CCCC1
→ -19 | 9 | -0.9 | 0.6 | -5 | 4.6 | -2 | -22 | .
- O=C1S/C(=C\c2ccc(O)c([N+](=O)[O-])c2)C(=O)N1c1ccccc1Cl
→ 1 | -8 | 7.6 | 6.1 | -21 | 6.9 | -5 | 18 | 2
- COc1cc(NC(=O)CSc2nnc3ccccn23)cc(OC)c1
→ 0 | 4 | 0.2 | -0.5 | -3 | 0.8 | -8 | -10 | .
- COc1ccc(CCNS(=O)(=O)c2cccs2)cc1
→ -4 | 18 | 0.6 | -1.5 | -13 | 0.3 | -7 | 4 | -2
- COC(=O)c1ccc(Sc2nnnn2-c2ccccc2)c([N+](=O)[O-])c1
→ -13 | -3 | 0.1 | 0.2 | -2 | 0.7 | 4 | 17 | 14
- CCN1CCN(C(=O)Nc2cccc(C(F)(F)F)c2)CC1
→ -9 | 17 | 3.0 | 1.9 | 1 | 0.1 | -6 | 14 | -13
- CCCc1ccc(-c2c(C)sc(NC(=O)c3ccnn3C)c2C#N)cc1
→ 37* | -6 | -0.1 | 7.9 | -23 | 6.6 | 29* | -4 | 1
- CCCCNC(=S)Nc1cc([N+](=O)[O-])ccc1C
→ -2 | 15 | 5.0 | 3.6 | -7 | 2.1 | 6 | 0 | -4
- O=C(c1ccc(CSc2ccc(Cl)cc2)cc1)N1CCCC1
→ -7 | -5 | 2.4 | 0.4 | -11 | 3.3 | 4 | -8 | 0
- CC[C@]12c3[nH]c4cc(CCC(=O)N(C)C)ccc4c3CCN1C(=O)[C@@H](CC(=O)NCc1ccc(OC)c(OC)c1)C[C@@H]2C(=O)N1CCN(C(=O)C2CC2)CC1
→ -9 | 21 | 0.9 | . | . | . | -8 | -9 | .
- O=C(O)/C=C\C(=O)Nc1ccccc1C(=O)NCc1ccccc1
→ -9 | 8 | 0.3 | -1.0 | -3 | 0.7 | -11 | -6 | -8
- O=C(NCc1ccccc1)c1cc(-c2ccncc2)nc2ccccc12
→ -20 | 1 | 6.5 | -0.4 | -9 | 4.0 | 3 | 35 | -6
- O=C(NN1CCOCC1)c1ccccc1
→ -13 | -14 | 0.3 | -0.5 | -3 | 0.3 | -4 | -7 | -15
- CCOc1ccc(-n2c(=S)sc3c(=O)[nH]c(SCC(=O)NC(C)CC)nc32)cc1 (stereo unspecified)
→ -8 | 6 | 0.2 | 0.5 | 5 | 0.3 | -22 | 7 | 0
- CCn1c(SCC(=O)c2[nH]c(C)c(C(C)=O)c2C)nnc1-c1cccs1
→ 5 | 4 | 4.6 | 12 | -8 | 6.2 | 0 | 21 | -1
- COc1ccccc1CNC(=O)c1cccc(-c2ccc(C)c3ccccc23)n1
→ -37 | . | . | 1.0 | -1 | 0.9 | . | -6 | 17
- CC(C)C1C(=O)N(Cc2cn(Cc3ccco3)nn2)CCS(=O)(=O)N1Cc1ccc(-c2cccc(N(C)C)c2)cc1 (stereo unspecified)
→ . | 10 | 0.3 | . | . | . | -19 | -26 | .
- NC(=O)c1ccc(NC(=O)CCN2C(=O)c3ccccc3C2=O)cc1
→ 2 | -2 | 0.9 | -0.6 | -17 | -0.5 | -7 | 13 | -3
- O=C1CCCC[C@@H](CO)[C@H](O)C[C@H](c2ccccc2)O1
→ . | 19 | 2.5 | . | . | . | -25 | -12 | .
- O=C(CSc1nnnn1C1CCCCC1)Nc1cccc(NC(=O)c2ccco2)c1
→ -46 | 12 | 2.1 | -0.5 | -17 | 1.4 | -10 | 29 | 2
- COc1ccc(N/C=C/C(=O)c2cc(OC)c(OC)c(OC)c2)cc1
→ -29 | 8 | 0.5 | -2.3 | -8 | -1.4 | -4 | -12 | -3
- COC(=O)Nc1ccc2ccc3c(NC(=O)OC)ccc4ccc1c2c43
→ . | 18 | 2.2 | . | . | . | -17 | -1 | .

Of the compounds above, two contain bromine.
Below each compound: CHO parental Ca | CHO-K1 Ca PAM | CHO-K1 Ca ag | OXTR agonist | OXTR potentiator | V1aR counter | CHO-K1 Ca antag | TAAR1 antag | GPR7 antag
- COCCC(=O)Nc1c(-c2ccccc2)c2cc(Br)ccc2[nH]c1=O
→ -10 | 6 | -0.1 | 0.3 | 0 | 0.7 | 7 | -7 | 2
- O=C(Nc1ccc2ccccc2c1)c1ccc(Br)o1
→ . | 11 | -0.1 | . | . | . | -5 | 7 | 3

Not a hit list, and some 3.5% of all compounds hit somewhere here.
